# Bioassay records as filed in PubChem.
# POLH inh: qHTS for Inhibitors of Polymerase Eta. DNA polymerase eta (Homo sapiens), Q9Y253. recombinant Pol eta, fluorescent DNA replication assay. Potency, µM (titrated, usually from 114 µM), for inactives: at the highest dose activity change, negative = inhibition, most hits filed as inhibitors. hit rate 1.2% among 390,000. AID 588591, 2011; also: % is scaled to controls: 0 for no effect and ±100 for the full control effect
#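 Pol eta (10 nM) was preincubated with compounds for 15 min at room temperature, after which fluorescent replication substrate (50 nM final) was added to start the reaction. Fluorescence was read kinetically at 0 and 10 min.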
# JMJD2A Tudor: qHTS Assay for Inhibitors of JMJD2A-Tudor Domain. Lysine-specific demethylase 4A (Homo sapiens), O75164. AlphaScreen JMJD2A-Tudor / H3K4me3 peptide binding. Potency, µM (doses to about 114 µM), for the others: top-dose activity change, negative = inhibition, hits mostly inhibitors. hit rate 4.4% among 390,000; also: % is scaled to controls: 0 for no effect and ±100 for the full control effect; nearly all actives have a fitted effect of over 50% in size
# Pol iota inh: qHTS for Inhibitors of Polymerase Iota; Pol iota fluorescent replication assay, 10 min; Potency, µM (titrated, usually from 115 µM), without a hit: at the highest dose activity, negative = inhibition, hits mostly inhibitors; hit rate 1% among 390,000; AID 588590, 2011
# Target sequence (Q9UNA4 whole entry, looked up): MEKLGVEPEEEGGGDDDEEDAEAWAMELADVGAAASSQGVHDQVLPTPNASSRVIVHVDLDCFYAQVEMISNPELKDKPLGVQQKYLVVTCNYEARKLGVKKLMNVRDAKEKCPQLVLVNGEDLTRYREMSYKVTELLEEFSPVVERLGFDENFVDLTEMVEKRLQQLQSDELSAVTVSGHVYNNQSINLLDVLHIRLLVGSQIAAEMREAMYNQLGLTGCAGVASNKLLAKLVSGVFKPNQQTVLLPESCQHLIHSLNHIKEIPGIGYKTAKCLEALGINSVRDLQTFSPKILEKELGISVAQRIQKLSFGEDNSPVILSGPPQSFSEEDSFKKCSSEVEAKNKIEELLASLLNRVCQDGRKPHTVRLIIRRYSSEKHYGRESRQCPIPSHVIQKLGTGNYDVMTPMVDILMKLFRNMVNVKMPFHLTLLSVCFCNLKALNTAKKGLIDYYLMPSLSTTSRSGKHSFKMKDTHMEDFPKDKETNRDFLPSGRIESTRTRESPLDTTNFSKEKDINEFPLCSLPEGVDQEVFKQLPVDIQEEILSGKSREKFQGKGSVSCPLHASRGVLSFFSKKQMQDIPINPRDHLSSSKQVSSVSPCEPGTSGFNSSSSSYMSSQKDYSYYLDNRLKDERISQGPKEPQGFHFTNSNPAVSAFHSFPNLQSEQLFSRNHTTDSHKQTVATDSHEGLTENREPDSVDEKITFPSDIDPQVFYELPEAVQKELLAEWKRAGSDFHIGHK
#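 Pol iota at 10 nM preincubated 15 min with compounds at room temperature; reaction started with fluorescent substrate, 50 nM final. Fluorescence read kinetically at 0 and 10 min; buffer-only wells as negative control.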
# Pol kappa inh: qHTS for Inhibitors of Polymerase Kappa | DNA polymerase kappa (Homo sapiens), Q9UBT6 | purified Pol kappa, fluorescent DNA synthesis assay, 10 min | Potency, µM (titrated, usually from 107 µM), for inactives: top-dose activity, negative = inhibition, actives largely listed as inhibitors | hit rate 0.53% among 400,000 | AID 588579, 2011; also: % is scaled to controls: 0 for no effect and ±100 for the full control effect
#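 Kinetic fluorescence readout at 0 and 10 min followed reaction start with substrate at 50 nM final. Beforehand, enzyme (10 nM Pol kappa) stood 15 min with compound at room temperature; buffer-only wells were negative controls.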
# G9a block: qHTS Assay for Inhibitors of Histone Lysine Methyltransferase G9a; hit rate 8.8% among 350,000; AID 504332, 2011; Potency, µM (series often up to 102 µM), for the others: at the top dose activity, negative = inhibition, actives largely listed as inhibitors; G9a H3K9 monomethylation, AlphaScreen, 2 h; also: % is scaled to controls: 0 for no effect and ±100 for the full control effect; nearly all actives have a fitted effect of over 75% in size
# Target sequence (Q96KQ7 913-1193 limits assumed): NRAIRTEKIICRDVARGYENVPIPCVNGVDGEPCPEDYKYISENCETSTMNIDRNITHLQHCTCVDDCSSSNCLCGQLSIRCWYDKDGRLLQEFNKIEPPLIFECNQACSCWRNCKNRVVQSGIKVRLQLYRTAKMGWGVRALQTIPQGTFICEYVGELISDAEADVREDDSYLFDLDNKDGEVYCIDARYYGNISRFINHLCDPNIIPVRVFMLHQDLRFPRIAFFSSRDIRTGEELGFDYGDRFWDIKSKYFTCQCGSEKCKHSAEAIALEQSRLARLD
#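 Using a bead-based AlphaScreen, monomethylated H3K9 product from 2 h room-temperature reactions (G9a 20 nM, peptide 500 nM, SAM 20 uM) was detected with 0.5 ug/mL rabbit anti-H3K9me1 antibody.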
# BLM helicase inh: qHTS Assay for Inhibitors of Bloom's syndrome helicase (BLM). AID 2528, 2010. Potency, µM (highest dose often 56.1 µM), without a hit: top-dose activity change, negative = inhibition, actives largely listed as inhibitors. recombinant BLM DNA unwinding, fluorescence dequenching. hit rate 0.2% among 350,000. RecQ-like DNA helicase BLM (Homo sapiens), P54132;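 also: plate controls were vehicle for no effect and no enzyme for full effect; nearly all actives have a fitted effect of over 35% in size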
# APEX1 inh: qHTS Assay for Inhibitors of the Human Apurinic/apyrimidinic Endonuclease 1 (APE1) | DNA repair nuclease/redox regulator APEX1 (Homo sapiens), P27695 | recombinant APE1, TAMRA/BHQ-2 abasic DNA cleavage fluorescence | Potency, µM (doses to about 65.8 µM), without a hit: at the highest dose activity change, negative = inhibition, usual class: inhibitors | hit rate 0.35% among 350,000 | AID 2517, 2012;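 also: plate controls were vehicle for no effect and reference inhibitor for full effect; nearly all actives have a fitted effect of over 55% in size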
#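 Readout is kinetic fluorescence (ex 525, em 598 nm) from cleavage of 50 nM TAMRA/BHQ-2 THF abasic duplex by 0.75 nM APE1, compound added 15 min beforehand at RT.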
# Pol beta inh: qHTS Assay for Inhibitors of DNA Polymerase Beta. P06746. Pol beta primer extension/strand displacement, fluorescence kinetic. Potency, µM (doses to about 114 µM), without a hit: at the highest dose activity change, negative = inhibition, usual class: inhibitors. hit rate 1.3% among 340,000; also: % is scaled to controls: 0 for no effect and ±100 for the full control effect
#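 Curves were derived by four-parameter Hill fits of normalized qHTS data. The kinetic fluorescent primer-extension read was taken at 0 and 10 min after 50 nM substrate, following a 15 min room-temperature preincubation of 10 nM enzyme with compounds.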
# BAZ2B inh: qHTS Assay for Inhibitors of BAZ2B. AlphaScreen BAZ2B-H3K14Ac peptide displacement. Potency, µM (titrated, usually from 114 µM), for the others: at the highest dose activity change, negative = inhibition, most hits filed as inhibitors. hit rate 4.4% among 360,000; also: % is scaled to controls: 0 for no effect and ±100 for the full control effect; nearly all actives have a fitted effect of over 60% in size
#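 Complex of BAZ2B and biotin-H3K14Ac (50 nM apiece) forms over 30 min at RT, then faces library compounds up to 110 uM for another 30 min; AlphaScreen beads added, 20 min dark incubation, luminescence read.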
# The depositor's hits bear a star; ? = inconclusive; . = not tested or not shown; & = joins results of further samples; ! = repeats disagree; [ ] = dose if it differs, or a comment. Calls follow the shape of the dose curve; as a rule, active = well fitted curve in the direction sought with a large enough effect; inconclusive = small, poorly fitted or top-dose-only effect, or another doubt; inactive = no such curve, though single readings can be large; an effect the other way counts as inactive or inconclusive. Potency is read from the fitted curve at half-maximal effect. A portion of the library; the hit share may differ from the screen's.
SMILES,POLH inh,JMJD2A Tudor,Pol iota inh,Pol kappa inh,G9a block,BLM helicase inh,APEX1 inh,Pol beta inh,BAZ2B inh
O=C(NCCCCNCCCNC(=O)c1ccccc1)c1ccccc1,-22.1%,-11.6%,-9.6%,-0.7%,.,.,6.2%,.,.
O=C(CSc1n[nH]c(-c2ccccc2F)n1)Nc1cc(F)ccc1F,-22.3%,3.7%,26.4%,-19.5%,32.9%[activator][12.7 µM],.,55.4%,.,-3.3%
O=C1NC(=Nc2ccc(O)cc2)S/C1=C\C=C\c1ccco1,31.6µM*,-8.1%[11.4 µM],?,-44.2%,50.1µM*,-24.2%,?,20µM*,?
CCc1ccccc1NC(=O)CN(Cc1ccccc1)S(=O)(=O)c1ccc(Br)cc1,1.1%,-12.4%,-4.9%,-5.4%,-13.0%[59 µM],-2.9%,.,21.4%,1.7%
O=C(c1cccs1)N1CCc2ccccc21,-4.4%,8.9%,-9.6%[58.9 µM],4.3%,-25.1%[59 µM],-2.9%,2.5%,-2.9%,9.7%
CCOc1ccc(/C=C2\SC(=S)NC2=O)cc1OC,-16.0%,-31.0%,-2.0%,-3.7%,12.6µM*,3.1%,5.3%,0.6%,?
CCOc1ccc(Cc2nc(C)c(CC(=O)N3CCOCC3)c(=O)[nH]2)cc1,-12.0%,-5.8%,7.8%,-4.6%,40.8%[12.7 µM],1.2%,?,11.7%,12.0%
CC(C(=O)NC(=O)NC1CCCCC1)N(C)CC(=O)Nc1ccc(F)c(F)c1F (stereo unspecified),-11.2%,-22.1%,47.8%[activator],-11.1%,4.8%,.,-7.9%,.,11.2%
CC(=O)Nc1ccc(Sc2ccccc2C(=O)Nc2ccc(F)cc2)cn1,-0.4%,?,84.6%[activator],-9.1%,?,-3.7%,-1.5%,1.2%,-17.1%
CCn1cc(C(=O)O)c(=O)c2cc(F)c(N/N=C/c3ccccc3)cc21,2.51µM*,-7.9%,?,-25.7%,6.6%[59 µM],-29.6%,0.9%,?,-1.3%
CCc1cccc(CC)c1NC(=O)C1CCN(C(=O)c2ccco2)CC1,-20.8%,-5.2%[57.1 µM],128.9%[activator],-0.3%,-6.3%,-1.7%,12.4%,8.5%,-12.2%
Cc1nc2ccccc2c2oc(C(=O)NCC3CCCO3)cc12 (stereo unspecified),-5.0%,-12.3%,18.2%,13.2%,-35.1%,2.1%,19.9%,35.8%,5.1%
CCOC(=O)c1c(NC(=O)COC(=O)CC(NC(C)=O)c2ccccc2)sc(C(=O)NC)c1C (stereo unspecified),-3.9%,-12.9%,10.2%,-2.2%,-44.0%[0.501 µM],.,32.2%,.,-3.0%
CCNS(=O)(=O)c1ccc(NC(=O)CC(C)c2ccccc2)cc1 (stereo unspecified),6.6%,-10.6%,-0.3%,-6.9%,-25.4%,-3.1%,-4.4%,-1.4%,-6.5%
COC(=O)C(Cc1ccccc1)NC(=O)CC(C)CC(=O)Nc1ccc(OC)cc1OC (stereo unspecified),-9.2%,-2.7%,-11.4%,8.2%,20.1%,-2.4%,14.5%,2.5%,3.2%
Cc1cccc(C(=O)N2CCN(Cc3nc4sc5c(c4c(=O)[nH]3)CCCC5)CC2)c1,-5.8%,-25.5%,26.8%,-1.6%,-9.8%,-4.9%,28.6%,15.7%,-23.3%
O=C(N1CCc2[nH]c3ccccc3c2C1)C(F)(F)F,0.6%,-21.7%,36.0%[activator],-20.4%,10.1%,-6.1%,1.5%,21.4%,-23.4%
COc1ccc(NC(=O)CC2SC(N3CCOCC3)=NC2=O)cc1OC (stereo unspecified),-3.6%,8.4%,8.8%,3.9%,0.5%[2.33 µM],.,6.6%,.,13.5%
COc1cccc2cc(C(=O)NCc3ccco3)c(=Nc3ccc(C(=O)O)cc3)oc12,89.1µM*,?,8.2%,0.4%,-50.3%,-7.6%,0.9%,-8.2%,-35.1%
COc1ccc(CC(=O)OCC(=O)NCc2ccc(F)cc2)cc1,-0.8%,-2.1%,-8.6%,-19.2%,.,.,5.7%,.,.
CCOc1c2ccc(C(=O)NCc3ccc4c(c3)OCO4)cc2nn1CCOC,3.8%,-32.1%,-1.0%,-6.1%,?,2.6%,-1.1%,35.7%,10.2%[57.1 µM]
COc1ccc(NC(=O)CSc2ccc3c(c2)OCCO3)cc1,4.3%,-9.0%,17.7%,-5.3%,.,.,10.9%,.,.
CN1CCC(N(C)C(=O)c2ccc(Cl)c(S(=O)(=O)N3CCCCC3)c2)CC1,-10.6%,2.3%,-4.2%,-2.3%,-8.8%[59 µM],.,21.3%,.,3.5%
Cc1ccccc1NS(=O)(=O)c1cc(S(C)(=O)=O)ccc1C,-14.8%,-2.2%,23.7%,-14.6%,?,2.0%,0.5%,31.2%,4.4%
CCCCCCC(=O)Oc1cccc(N2C(=O)C3CCCCC3C2=O)c1 (stereo unspecified),?,9.9%,1.1%,-17.0%,23.2%,-6.3%,-8.2%,-26.3%,4.3%
CCCCN=C1NN=C(c2ccc(C)c(C)c2)CS1,-3.8%,-21.1%[11.4 µM],56.7%[activator],-8.4%,31.6µM*,-13.8%,-5.6%,2.8%,-35.5%
CCc1ccc(N2C(=O)CC(N3CCN(Cc4ccc5c(c4)OCO5)CC3)C2=O)cc1 (stereo unspecified),-18.6%,-16.7%,47.7%[activator],3.5%,-28.9%,-2.2%,-4.2%,2.9%,-21.4%
CCOC(=O)c1cnc2c(-c3ccccc3)cnn2c1C,-21.3%,149.0%[activator],72.8%[activator],8.4%,193.3%[activator],-9.7%,?,4.9%,160.8%[activator]
O=C(CSc1nc(-c2ccccc2)cs1)N1CCN(C(=O)c2ccco2)CC1,-2.1%,-22.8%,13.6%,-11.8%,-9.8%[59 µM],-0.3%,-0.1%,2.5%,-5.0%
CC1(C)Cc2c(cnn2-c2ccccc2)C(=O)/C1=N\NC(=O)c1ccccc1O,-12.2%,?,9.2%,-3.5%,4.8%[2.33 µM],-4.7%,-3.7%,3.9%,?
Cc1cc(C)c(NC(=O)CSc2nc(COc3ccccc3)nc3ccccc23)c(C)c1,-7.0%,-27.3%,30.7%[activator],-1.4%,-14.4%[59 µM],-7.3%,2.7%,5.0%,4.5%
CN(C)c1ccc(C(C(=O)NCC2CCCO2)N(C(=O)c2snc(C(N)=O)c2N)c2ccc3c(c2)OCO3)cc1 (stereo unspecified),-21.8%,?,53.4%[activator],-1.7%,39.8µM*,-9.2%,-2.0%,-1.6%,?
Nc1cc(Cl)ccc1Oc1ccc2ccccc2c1,-11.6%,29.2%,-9.1%,-9.0%,8.9%[59 µM],-9.8%,-3.6%,-0.3%,11.7%
CC(C)(C)n1nnnc1SCC(=O)Nc1nn(-c2ccccc2)nc1C(N)=O,-18.9%,2.1%,119.7%[activator],-10.3%,12.6%,-5.4%,-8.3%,?,-8.7%
Cn1nc(CC(=O)NC2CCCCCCCCCCC2)c2ccccc2c1=O,-14.0%,-21.6%,?,5.6%,-4.5%[59 µM],-0.4%,-2.9%,13.4%,7.8%
CCOc1ccc(C2c3c(oc4cc(C)c(C)cc4c3=O)C(=O)N2CCCN2CCOCC2)cc1 (stereo unspecified),-11.7%,-14.8%,32.2%[activator],11.6%,28.2µM*,-9.2%,16.4%,16.5%,8.8%
O=C(Nc1ccc(-c2csc(Nc3ccccc3)n2)cc1)c1cccc(C(F)(F)F)c1,3.2%,?,-6.6%,-15.9%,-13.7%[59 µM],-14.0%,1.0%,?,-36.9%
COc1ccc(/C(C)=N/NC(=O)CNC(=O)/C=C\c2ccccc2)c(OC)c1,-16.2%,-12.1%,23.9%,-1.9%,25.7%,-2.7%,-6.2%,27.7%,?
COc1cc(/C=C/C(=O)N2CCN(Cc3ccccc3)CC2)cc(OC)c1OC,-7.9%,-9.4%,-28.8%,-11.7%,4.6%,-2.7%,62.9%[activator],-16.9%,-17.3%
CCC(NC(=O)c1[nH]c(C)c(C(C)=O)c1C)c1ccc(Br)cc1 (stereo unspecified),-11.7%,-24.7%,67.0%[activator],-16.3%,?,-9.7%,-21.0%,-0.8%,21.0%

# Entries of single compounds as entered above. Order of screens: POLH inh, JMJD2A Tudor, Pol iota inh, Pol kappa inh, G9a block, BLM helicase inh, APEX1 inh, Pol beta inh, BAZ2B inh
# CCOc1ccc(C2c3c(oc4cc(C)c(C)cc4c3=O)C(=O)N2CCCN2CCOCC2)cc1 (stereo unspecified) is listed as -11.7%, -14.8%, 32.2%[activator], 11.6%, 28.2µM*, -9.2%, 16.4%, 16.5%, 8.8%
# CC1(C)Cc2c(cnn2-c2ccccc2)C(=O)/C1=N\NC(=O)c1ccccc1O is listed as -12.2%, ?, 9.2%, -3.5%, 4.8%[2.33 µM], -4.7%, -3.7%, 3.9%, ?

# Continued.
SMILES,POLH inh,JMJD2A Tudor,Pol iota inh,Pol kappa inh,G9a block,BLM helicase inh,APEX1 inh,Pol beta inh,BAZ2B inh
CC(C)NCC(O)COc1ccc(CCOCC2CC2)cc1 (stereo unspecified),-1.6%[57.1 µM],-14.4%,-4.1%[58.9 µM],3.7%[60.1 µM],35.5µM*!,-1.1%&-3.9%&-10.5%&-2.5%,2.3%&2.2%&4.0%&-0.5%&0.6%,-19.8%,-1.3%&-2.7%&-14.0%
CCOc1cc2[nH]c(=O)n(CCCCCC(=O)NC3CCCC3)c(=O)c2cc1OCC,6.2%,-12.5%,-0.3%,-6.7%,-4.3%[0.501 µM],-2.2%,-9.1%,5.2%,-10.3%
Nc1cc(N2CCCC2)c(Cl)cc1[N+](=O)[O-],3.6%,-26.3%,150.1%[activator],-12.4%,?,-6.3%,-0.4%,-3.7%,-31.8%
CC(=O)c1cccc(N(CC(=O)Nc2ccccc2F)S(C)(=O)=O)c1,5.0%,-10.6%,-5.2%,-5.0%,-1.5%,-1.0%,-1.4%,-1.2%,-2.6%
